ABHD5 PLIN5 PPI: ABHD5-PLIN5 protein interaction inhibition; Q00G26+Q8WTS1; Split G. princeps luciferase complementation, luminescence, 4 h; inhibition, % at 4 µM; 360,000 tested, 0.78% active;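 active = inhibition above the mean inhibition across every tested compound plus 3 SD, cut at about 22% in these data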;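 also: 0% = DMSO only wells and the 100% control is not disclosed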
Target sequence (Q00G26 whole entry, looked up): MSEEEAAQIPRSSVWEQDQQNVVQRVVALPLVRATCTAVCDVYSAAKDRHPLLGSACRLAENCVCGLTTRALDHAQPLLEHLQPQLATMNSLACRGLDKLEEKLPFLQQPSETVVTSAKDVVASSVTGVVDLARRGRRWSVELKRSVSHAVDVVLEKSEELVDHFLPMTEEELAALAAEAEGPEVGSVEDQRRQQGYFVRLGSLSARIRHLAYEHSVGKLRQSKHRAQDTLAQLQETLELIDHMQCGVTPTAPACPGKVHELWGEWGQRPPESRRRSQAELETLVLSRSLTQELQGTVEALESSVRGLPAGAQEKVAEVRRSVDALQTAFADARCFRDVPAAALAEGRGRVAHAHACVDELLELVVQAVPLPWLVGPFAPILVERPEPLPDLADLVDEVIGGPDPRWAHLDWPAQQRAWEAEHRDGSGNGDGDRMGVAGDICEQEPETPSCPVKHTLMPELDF
Target sequence (Q8WTS1 whole entry, looked up): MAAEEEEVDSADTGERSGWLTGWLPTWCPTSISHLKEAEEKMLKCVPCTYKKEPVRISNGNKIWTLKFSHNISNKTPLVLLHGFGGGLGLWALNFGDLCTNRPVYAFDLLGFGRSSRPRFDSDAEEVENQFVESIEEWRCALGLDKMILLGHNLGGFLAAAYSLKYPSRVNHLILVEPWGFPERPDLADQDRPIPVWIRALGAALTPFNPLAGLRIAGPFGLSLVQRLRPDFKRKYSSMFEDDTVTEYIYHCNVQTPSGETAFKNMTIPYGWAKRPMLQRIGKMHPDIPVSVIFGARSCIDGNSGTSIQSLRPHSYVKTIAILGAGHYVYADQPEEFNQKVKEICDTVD
CaV13 FRET inh: Primary screen for inhibitors of IQ motif and Ca2+-dependent inactivation inhibitor domain binding in CACNA1D, Förster resonance energy transfer in living cells, … | HEK cells, CFP/YFP FRET ICDI-IQ, plate reader, 10 min; percent FRET-ratio fall versus neutral wells | inhibition, % at 12.3 µM | 340,000 tested, 0.098% active | AID 743397;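 active = mean replicate inhibition of at least 30% and at least 1% of replicates passing that level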;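 also: 0% = median of the neutral control wells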
PDI inh: blocks human protein disulfide isomerase activity; P07237; PDI insulin aggregation turbidity, A650, 90 min; inhibition, % at 10 µM; 350,000 tested, 0.052% active;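 active = mean inhibition across replicates of 30% or more, whatever share of single replicates reach that level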;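 also: absorbance from insulin aggregation driven by PDI reduction with DTT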
Cardio protect: modulators protecting cardiomyocytes from myocardial damage | AID 588492 | protection from H2O2 cell death, % at 20 µM | H9c2 cardiomyocytes, H2O2 injury protection, ATPLite, 2 h | 360,000 tested, 0.63% active;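 active = compounds giving at least 50% protection of heart cells from peroxide-induced death in the single-dose screen, raw or plate-pattern-corrected value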;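 also: 0% = DMSO wells with peroxide and 100% = DMSO wells without peroxide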
MC4R ag barr: agonists of human melanocortin 4 receptor (MC4R) beta-arrestin; P32245; U2OS MC4R beta-arrestin complementation, luminescence; percent of melanotan II response, DMSO zero; activation, % at 8.9 µM; 360,000 tested, 0.98% active;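 active = activation above a per-plate cutoff, the mean activation of sample wells on that plate plus 3 SD, cut at about 8% in these data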
N-glyco inh: N-linked glycosylation inhibition. D54 ERlucT glycosylation luciferase reporter, 24 h; percent of 100 nM tunicamycin response. 360,000 tested, 0.23% active. AID 588692. reporter increase, % at 12.5 µM;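 active = mean luciferase reporter signal, scaled so untreated is 0 and the glycosylation-blocking control 100, at or above a set limit in every replicate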;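 also: luciferase carries N-glycosylation sites so blocking glycosylation raises the light; 0% = median of neutral control wells and 100% = median of 100 nM tunicamycin wells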
Exocytosis inh: blocks lytic granule exocytosis; TALL-104 LAMP-1 surface exposure, flow cytometry; cells stimulated with thapsigargin and PMA; inhibition, % at 10 µM; 360,000 tested, 0.66% active; AID 651702;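 active = inhibition above about 55%, limit read from the data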
m5-HT2A agonist: mouse HTR2A agonism via beta-arrestin recruitment | CHO-K1 mHTR2A beta-arrestin complementation, luminescence; percent of 30 µM serotonin response | activation, % at 7.6 µM | 360,000 tested, 0.66% active | AID 624169;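 active = activation above a run cutoff, the mean activation of all tested compounds plus 3 SD, cut at about 14% in these data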;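 also: 0% = plate median of compound wells and 100% = 30 µM serotonin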
ABCB6 inh MLPCN: human ABCB6 transporter inhibition | Q9NP58 | K562-ABCB6 porphyrin accumulation, flow cytometry, 1 h; hits give low values | fluorescence ratio to DMSO, % at 10 µM | 360,000 tested, 0.19% active | AID 602162;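 active = fluorescence ratio to DMSO below 75%, the collection mean minus 3 SD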;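 also: signal is porphyrin accumulated inside mitochondria; 100% equals median channel fluorescence of DMSO control wells; lower ratio means ABCB6 inhibition with less porphyrin fluorescence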
MC4R antagonist: human MC4R antagonism in cAMP assay | P32245 | MC4R-expressing cells, MTII-stimulated cAMP, LANCE TR-FRET | inhibition, % at 6.5 µM | 360,000 tested, 0.48% active;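 active = inhibition above its plate's cutoff, the mean of tested wells on that plate plus 3 SD, cut at about 29% in these data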;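 also: 0% = Melanotan II alone and 100% = Melanotan II plus saturating MCL0020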
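Material: human MC4R-expressing U2OS cells. Probe or stimulus: Melanotan II challenge. Dosing: 6.5 µM single dose. Times: 30-min compound, 1-h challenge, 1-h detection, room temperature. Technique: TR-FRET with Eu-cAMP and labeled anti-cAMP, 671 nm. Replication: singlicate.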
* hit, by the source's call; · = no result given; & = joins results of further samples. Rows were taken by chance; overall some 4.2% were active at least once.

SMILES	ABHD5 PLIN5 PPI	CaV13 FRET inh	PDI inh	Cardio protect	MC4R ag barr	N-glyco inh	Exocytosis inh	m5-HT2A agonist	ABCB6 inh MLPCN	MC4R antagonist
COc1ccc(CNC(=O)C2CCCN(S(=O)(=O)c3ccc(F)cc3)C2)cc1 (centres undefined)	-2	-6	-5	5	-1.0	-1	9	3	98	11
CC(=O)NC1(c2ccccc2)CCN(CC(=O)N2CCC(C)CC2)CC1	4	-7	-2	2	-1.4	1	-3	5	98	0
O=C(CCN1C(=O)COc2ccccc21)NCCCN1CCCC1	0	-6	-3	-2	1.0	1	0	-5	96	6
CC1=CC(C)(C)NC(=S)N1c1ccc(N(C)C)cc1	3	-5	3	5	-2.5	1	8	-1	97	-8
CCN(CCCNC(=O)c1ccc(N2CCCC2=O)cc1)c1cccc(C)c1	3	-3	7	2	1.6	0	-2	-2	87	2
N#Cc1c(-c2ccc(Cl)cc2)nc2n(c1=O)CCCS2	3	-8	-5	-1	-2.2	-3	0	-2	98	3
Cc1cccc(C(=O)N[C@H](C(=O)OCC(=O)NC(=O)c2cccn2C)C(C)C)c1	-5	-14	0	-6	-1.7	2	-3	0	99	16
O=C(/C=C/c1ccccc1)N1CCCN(C(=O)/C=C/c2ccccc2)CC1	2	-5	6	1	-2.9	1	-2	-3	100	3
Cc1cc(N/N=C\c2ccc(Br)cc2)nc(-n2nc(C)cc2C)n1	4	-4	5	-5	3.1	1	3	1	102	-7
O=C(/C=N/O)Nc1ccccc1C(=O)O	7	-4	7	-2	-1.5	3	3	-1	102	13
CC(C)C[C@H]1CN=C(Nc2ccccc2)N1CCCC1CCCCC1	6	-10	-6	-27	6.8	-7	-5	-5	96	7
CC(=O)Oc1ccc(/C=C2\N=C(C3CCCCC3)OC2=O)cc1	4	2	-2	27	2.3	0	40	5	92	16
Cc1cc(C(=O)N/N=C/c2cc(Cl)cc([N+](=O)[O-])c2O)c2ccccc2n1	3	-6	-1	27	-0.8	3	2	-17	99	6
O=C(NC(=S)Nc1nc2c(s1)CCCC2)c1ccccc1	2	-7	-3	-18	0.3	-8	5	2	94	8
O=C1c2ccccc2S(=O)(=O)N1Cc1cccc(S(=O)(=O)N2CCOCC2)c1	0	·	3	8	1.1	0	-4	1	101	10
CSc1nc(C)cc(SCCO)n1	11	-12	4	1	-1.2	0	2	5	98	6
CC(C)N(Cc1nc(-c2ccc(Cl)cc2)no1)C(=O)c1cccs1	5	-4	5	-7	-1.1	-1	3	-7	96	-2
COCCN(C(=O)COC(=O)/C=C/c1ccc(C)o1)c1c(N)n(Cc2ccccc2)c(=O)[nH]c1=O	10	·	-5	-2	1.4	1	-2	9	106	13
CC(=O)Nc1ccc(NC(=O)CSc2nnc(-c3ccc(NS(C)(=O)=O)cc3)n2C)cc1C	3	7	-3	8	0.7	-1	-3	1	94	0
Cc1ccc(-c2nc(CCN3C(=O)c4ccccc4C3=O)cs2)cc1	-7	-5	4	-1	-1.2	-10	-1	-7	81	-3
NC(=O)COc1ncn(-c2ccccc2)n1	-3	-5	0	14	1.4	1	-3	5	100	0
N#Cc1c2n(c(=S)n(-c3ccc(F)cc3)c1=O)CCCCC2	-1	-17	12	1	-1.1	0	-3	4	101	-5
Cc1cc2occ(CC(=O)N(C)CC(=O)Nc3cccc(F)c3)c2cc1C	7	-5	5	-3	-2.6	7	4	-1	92	12
Fc1ccc(-c2ccc(Nc3cccc(F)c3)nn2)cc1	0	-2	0	-8	-1.5	-2	-6	-3	98	-3
COC(=O)[C@@]1(Sc2ccc(C)cc2)CC(=O)N(c2ccccc2)[C@@H]1c1ccccc1	-7	-7	·	·	·	·	-10	3	94	·
Cn1ncc([N+](=O)[O-])c1C(=O)N1CCCCCC1	-2	-7	0	-1	-1.0	1	18	-7	104	21
CSc1nnc2c(n1)OC(c1ccc(C(=O)O)cc1)N(C(C)=O)c1ccccc1-2 (centres undefined)	-12	-12	·	8	1.5	2	-4	10	105	9
Cc1cc(C)c(C(=O)COC(=O)c2nn(C)c(=O)c3ccccc23)cc1C	-5	-5	-7	-1	-5.0	2	-2	4	98	14
O=C(Nc1ccc(F)cc1)c1ccc(Br)c(S(=O)(=O)N2CCOCC2)c1	-1	-3	-11	8	-1.6	-2	0	3	90	-1
S=C(NCc1ccco1)N1CCN(c2cccc(Cl)c2)CC1	3	-1	-6	-7	-0.4	1	0	-1	99	2
CCOc1ccccc1NC(=O)N1CCc2ccccc2C1	-5	-6	-2	-5	-3.2	0	-4	0	98	2
COC(=O)c1c(N)n(-c2ccc(NC(C)=O)cc2)c2nc3ccccc3nc12	-7	1	7	34	2.0	5	1	-1	98	1
CN(C)S(=O)(=O)N1CCC(Oc2ccc(C(=O)NCc3cnn(C)c3)cc2)CC1	2	-7	3	-6	0.0	1	7	4	100	20
CCN1C(=O)CC(N2CCOCC2)C1=O (centres undefined)	2	-5	-13	24	-2.0	2	-2	2	95	1
CCOC(=O)C1CCN(S(=O)(=O)c2ccc(-c3cc(C(F)(F)F)n(C)n3)s2)CC1	2	-16	0	0	-1.4	1	-12	1	97	6
COc1cc(Cn2c(-c3ccc(O)c(OC)c3)nc3ccccc32)ccc1O	11	-5	22	9	-0.9	4	12	0	98	-12
O=C(NCc1ccco1)C1Cc2ccccc2CN1S(=O)(=O)c1ccccc1F (centres undefined)	12	-6	7	1	0.3	-2	-1	9	96	5
O=C(CCNC(=O)c1ccc(Br)cc1)NNC(=O)COc1ccccc1F	-9	-6	-2	0	-0.4	1	-4	0	100	6
O=C(Cn1nnc(-c2ccccc2)n1)N/N=C/c1cccc([N+](=O)[O-])c1	-5	-5	0	-11	1.4	2	-7	-4	98	20
CC(NC(=O)c1cccs1)C(S)c1ccccc1 (centres undefined)	-9	-1	5	11	0.7	-2	-4	-4	98	12
COc1ccc(S(=O)(=O)N(CC(=O)NCc2ccco2)c2ccccc2)cc1OC	-1	-4	7	10	1.9	-1	-1	0	94	8
O=C(NCCCN1CCOCC1)c1ccc2c(c1)N(Cc1cccc(Cl)c1)C(=O)c1ccccc1S2=O (centres undefined)	10	-6	1	0	-2.4	-4	2	-1	106	9
COCC(=O)N(Cc1cc2ccc(C)cc2[nH]c1=O)c1ccccc1C	4	-1	-1	-6	-0.7	-1	-2	12	90	6
CNS(=O)(=O)Cc1ccc2[nH]cc(CCN(C)C)c2c1	9&-4	-5&-4	2&3	5&-1	-0.5&-2.1	1&1	-8&0	-1&-3	95&102	0&12
COc1cc(OC)nc(NC(=S)NC(=O)c2ccccc2)n1	5	-18	3	29	1.4	-4	-1	28*	100	-3
O=C(O)CCCNC(=O)C(c1ccccc1)c1ccccc1	-6&14	-6&-5	14&-1	5&6	-0.8&0.7	2&2	-2&-1	5&14	103&105	-3&-13
CCOC(=O)c1ccccc1NC(=O)c1cccc2c1C(=O)N(C1CCN(C(=O)OCC)CC1)C2	-2	-2	·	12	-0.5	-1	-1	-2	100	8
N#Cc1ccc(NCC(=O)Nc2ccc(S(=O)(=O)N3CCCCC3)cc2)cc1	-2	-5	15	-7	0.6	-2	8	-1	97	5
C=C(C)CSc1nnc(-c2cccc(Cl)c2)n1N	-5	-3	-10	-3	-1.8	2	2	0	96	1
NS(=O)(=O)c1ccc(N=Nc2c(O)[nH]c3ccc(Br)cc23)cc1	6	-8	-3	2	0.4	18	13	-3	100	7
Cc1ccc(NC(=O)c2cc(S(=O)(=O)N3CCOCC3)ccc2F)c(C)c1	5	-10	2	-10	-0.6	0	-1	-2	102	3
CN1CCN(C2=CC3=CC(=C(C#N)C#N)CCC3CC2)CC1 (centres undefined)	6	·	-2	34	15*	-1	-2	3	158	-24
Cc1cc(NC(=O)COC(=O)c2ccc(NS(=O)(=O)c3ccc(C)c(C)c3)cc2)no1	1	-6	5	1	-2.0	0	1	10	107	1
COc1ccc(NC(=O)NNC(=O)COc2cc(C)c(Cl)c(C)c2)c(OC)c1	-1	·	12	-5	3.2	5	-4	9	91	2
Cc1ccc(C(=O)NCCCNC(=O)COc2ccc(Cl)cc2)cn1	2	-7	0	3	-2.2	0	-26	8	90	3
CN(C(=O)CN1CCN(c2ccccc2F)CC1)C1CCCc2ccccc21 (centres undefined)	-3	-7	4	1	-0.7	0	5	-1	103	18
COc1ccc(-c2nc(C)sc2CC(=O)O)cc1	3	0	-4	-3	4.9	-1	-3	-3	101	-4
CC1CCCC(C)N1C(=O)COc1cccc(Oc2ccccc2)c1 (centres undefined)	0	-7	-5	-9	0.7	-4	-2	-5	95	5
COc1ccc(C(=O)NCCCN2CCOCC2)cc1	-2	-5	-2	1	-0.5	1	2	-4	99	3
CCN(CC)S(=O)(=O)c1ccc(OCC(=O)NC(=O)c2ccccc2OC)c([N+](=O)[O-])c1	1	·	5	-3	-5.0	5	-2	-9	96	5
More results
SMILES	ABHD5 PLIN5 PPI	CaV13 FRET inh	PDI inh	Cardio protect	MC4R ag barr	N-glyco inh	Exocytosis inh	m5-HT2A agonist	ABCB6 inh MLPCN	MC4R antagonist
Cc1ccccc1NC(=O)/C(=C\c1cccs1)NC(=O)c1ccccc1	0	-4	3	11	1.8	0	2	3	95	-4
CCOC(=O)C1CCN(C(=O)CCNC(=O)c2cc(OC)c(OC)c(OC)c2)CC1	5	-5	5	2	2.1	1	2	4	91	-1
COc1cccc(/C=N/NC(=O)NC23CC4CC(CC(C4)C2)C3)c1O	-6	·	8	41	1.1	2	4	-9	94	3
COc1ccccc1-c1cnc(C(O)c2ccc(F)c(C)c2)[nH]1 (centres undefined)	2	-9	3	2	-2.7	1	9	5	92	-8
CCOc1ccc(N(CC(=O)Nc2cccc(C)c2C)S(=O)(=O)c2c(C)[nH]c(=O)[nH]c2=O)cc1	0	-5	0	-4	-1.1	2	2	-4	99	8
Cn1c(COc2ccccc2)nnc1SCCSc1nnc(COc2ccccc2)n1C	-4	-5	0	1	0.8	0	-6	9	99	11
CCN(CC)c1ccc(NS(=O)(=O)c2ccc(-c3ccc(=O)[nH]n3)o2)c(C)c1	5	-14	1	-5	-2.6	-1	5	7	104	7
COc1ccc(C(OC(=O)c2ccco2)C(=O)NC2CCCC2)cc1OC (centres undefined)	-3	-2	-6	1	-0.9	2	-1	-3	94	7
Cc1onc(-c2ccccc2Cl)c1C(=O)Nc1nnc(-c2ccc(Cl)cc2Cl)s1	-1	-3	·	-14	1.3	-5	8	0	102	11
CCS(=O)(=O)c1ccc(C(=O)NC2CC2)c(Cl)c1Cl	-5	-3	-6	-2	-4.1	1	-2	1	98	0

Single values from above.
COc1ccc(C(=O)NCCCN2CCOCC2)cc1 in MC4R ag barr shows -0.5
CSc1nc(C)cc(SCCO)n1 in PDI inh shows 4

Source: PubChem
